G9a inh: blocks human histone lysine methyltransferase G9a; 8.8% of 350,000 active; AID 504332; Potency, µM (series often up to 102 µM), without a hit: at the highest dose activity, negative = inhibition, most hits filed as inhibitors; G9a H3K9 monomethylation, AlphaScreen, 2 h; Q96KQ7; note: potency is the fitted concentration of half-maximal effect; % is set by controls: 0 for no effect and ±100 for the full control effect; nearly all actives have a fitted effect of over 75% in size
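G9a (20 nM) preincubated 15 min RT with compounds, then 500 nM biotinylated H3K9 peptide and 20 uM SAM added; 2 h RT reaction. Monomethyl-H3K9 product detected by AlphaScreen with anti-H3K9me1 antibody, streptavidin donor and anti-rabbit IgG acceptor beads.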
HP1b chromo inh: HP1-beta chromodomain-methylated histone interaction inhibition; Potency, µM (titrated, usually from 114 µM), without a hit: at the top dose activity change, negative = inhibition, actives largely listed as inhibitors; 0.56% of 390,000 active; P83916; AID 540317; AlphaScreen HP1-beta / biotin-H3K9me3 peptide binding; note: potency is the fitted concentration of half-maximal effect; nearly all actives have a fitted effect of over 70% in size; inactives centre near 23
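Compound inhibition of the preformed complex between 50 nM HP1-beta and 50 nM biotinylated H3K9me3 peptide was read by AlphaScreen. Buffer was PBS pH 7.4 with 0.01% Tween-20. Incubations ran 30 min at room temperature, with 10 ug/mL donor/acceptor beads.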
Tb PGK inh: inhibitors of T. brucei phosphoglycerate kinase | PGK/GAPDH coupled, Kinase-Glo luminescence, 60 min | Potency, µM (doses to about 57.5 µM), without a hit: at the top dose activity change, negative = inhibition, actives largely listed as inhibitors | 0.043% of 380,000 active | AID 602233; note: potency is the fitted concentration of half-maximal effect; % is set by controls: 0 for no effect and ±100 for the full control effect; nearly all actives have a fitted effect of over 60% in size
Target sequence (P07378 whole entry, looked up): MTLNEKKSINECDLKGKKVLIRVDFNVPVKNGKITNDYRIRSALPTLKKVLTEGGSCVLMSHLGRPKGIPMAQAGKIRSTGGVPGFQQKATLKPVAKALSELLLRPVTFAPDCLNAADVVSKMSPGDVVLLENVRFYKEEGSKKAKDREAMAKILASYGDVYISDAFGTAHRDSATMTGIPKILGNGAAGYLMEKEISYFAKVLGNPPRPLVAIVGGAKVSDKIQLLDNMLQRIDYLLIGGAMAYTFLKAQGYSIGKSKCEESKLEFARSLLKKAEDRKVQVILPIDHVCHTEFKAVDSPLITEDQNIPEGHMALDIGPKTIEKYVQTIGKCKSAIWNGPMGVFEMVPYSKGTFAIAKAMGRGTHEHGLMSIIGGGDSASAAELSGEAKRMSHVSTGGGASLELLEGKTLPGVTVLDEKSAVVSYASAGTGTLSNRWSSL
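Recombinant glycosomal PGK reaction used 1,3-bisphosphoglycerate generated in-well by GAPDH (100nM final) in 100mM TEA pH 7.6, 5mM MgCl2, 0.01% Tween-20. After 60 minutes at room temperature, ATP was read by Kinase-Glo Plus luminescence end-point.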
PI4K2A block: blocks human PI4K2A kinase activity | Q9BTU6 | purified PI4K2A, ADP-Glo luminescence, 1 h; hits give low values | activity change, negative = inhibition, % at 76.9 µM | 0.13% of 420,000 active; in the data active = activity change below about -50%; inconclusive = mostly about -30% to -49%;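 note: -100% = wells without enzyme as full effect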
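In this quantitative HTS, ADP production by PI4K2A was quantified luminescently after 1 h at ambient temperature; 100 microM adenosine served as plate-quality control.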
JMJD2A Tudor inh: JMJD2A Tudor domain (human) inhibition; O75164; AlphaScreen JMJD2A-Tudor / H3K4me3 peptide binding; Potency, µM (highest dose often 114 µM), for the others: at the top dose activity change, negative = inhibition, hits mostly inhibitors; 4.4% of 390,000 active; note: potency is the fitted concentration of half-maximal effect; % is set by controls: 0 for no effect and ±100 for the full control effect; nearly all actives have a fitted effect of over 50% in size
GLS inh: inhibitors of human glutaminase (GLS) | Potency, µM (titrated, usually from 45.5 µM), for the others: at the top dose activity change, negative = inhibition, hits mostly inhibitors | 0.21% of 410,000 active | GLS enzymatic activity, qHTS titration | O94925; note: potency is the fitted concentration of half-maximal effect; % is set by controls: 0 for no effect and ±100 for the full control effect
Target sequence (O94925 whole entry, looked up): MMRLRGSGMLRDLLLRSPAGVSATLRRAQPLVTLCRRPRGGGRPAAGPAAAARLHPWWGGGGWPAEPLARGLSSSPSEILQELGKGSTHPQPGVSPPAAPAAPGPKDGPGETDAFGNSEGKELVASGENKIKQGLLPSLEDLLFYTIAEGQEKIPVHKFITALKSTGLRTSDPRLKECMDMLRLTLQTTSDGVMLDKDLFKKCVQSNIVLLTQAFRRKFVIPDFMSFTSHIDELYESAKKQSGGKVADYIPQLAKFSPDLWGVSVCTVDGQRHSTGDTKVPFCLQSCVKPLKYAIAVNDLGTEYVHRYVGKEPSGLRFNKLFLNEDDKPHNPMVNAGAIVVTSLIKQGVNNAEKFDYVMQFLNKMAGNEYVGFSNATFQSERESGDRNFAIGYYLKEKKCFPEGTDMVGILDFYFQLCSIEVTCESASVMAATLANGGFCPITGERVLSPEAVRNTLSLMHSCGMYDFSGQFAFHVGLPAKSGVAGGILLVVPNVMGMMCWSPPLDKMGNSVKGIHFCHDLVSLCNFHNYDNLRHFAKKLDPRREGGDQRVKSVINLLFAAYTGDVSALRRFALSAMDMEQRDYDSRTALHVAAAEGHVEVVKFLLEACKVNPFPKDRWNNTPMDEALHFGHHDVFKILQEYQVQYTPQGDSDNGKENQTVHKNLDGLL
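hKGA in 45 mM KH2PO4 pH 8.2, 0.02% Tween-20 with pin-transferred compounds; 1 mM L-glutamine (stock) plus glutamate oxidase/HRP/Amplex Red coupling added. Fluorescence read initially and after 30 min at RT.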
Pin1 inh: inhibitors of human Pin1. Q13526. Pin1 FP peptide displacement, HiFluor488, 10 min. Potency, µM (series often up to 115 µM), inactives show at the highest dose activity, negative = inhibition, most hits filed as inhibitors. 0.009% of 390,000 active; active = well fitted inhibition curve with a large enough effect in the polarisation, with a control signal flat, not every such curve was filed as active; inconclusive = small, poorly fitted or top-dose-only effect, or effect the other way, or a change in a side signal; inactive = no such curve, though single readings can be large or run the other way; the % refers to the polarisation; note: potency is the fitted concentration of half-maximal effect; % is set by controls: 0 for no effect and ±100 for the full control effect
ERG-DNA inh: ERG Ets/DNA interaction inhibition | Potency, µM (titrated, usually from 76.9 µM), for the others: at the highest dose FP activity, negative = inhibition, usual class: inhibitors | fluorescence polarization, His-ERG Ets domain / labelled DNA | P11308 | 0.028% of 370,000 active; active = well fitted inhibition curve with a large enough effect in the polarisation, with a control signal flat; inconclusive = small, poorly fitted or top-dose-only effect, or effect the other way, or a change in a side signal; inactive = no such curve, though single readings can be large or run the other way; the % refers to the polarisation;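 note: polarization taken with two DNA probes labelled with fluorescein and Texas red; potency is the fitted concentration of half-maximal effect; % of control where 0% means no effect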
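His-tagged ERG Ets domain (1 uM in the protein solution; 300mM KCl, 50mM Tris-HCl, 1mM EDTA, 1mM DTT, pH 7.5) received compound, then a probe mix of 5 nM fluorescein-DNA and 100nM Texas-615-DNA. Fluorescence polarization was read for both dyes.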
BAZ2B block: inhibitors of human BAZ2B bromodomain; Q9UIF8; AlphaScreen BAZ2B-H3K14Ac peptide displacement; Potency, µM (highest dose often 114 µM), for inactives: at the top dose activity change, negative = inhibition, hits mostly inhibitors; 4.4% of 360,000 active; AID 504333; note: potency is the fitted concentration of half-maximal effect; % is set by controls: 0 for no effect and ±100 for the full control effect; nearly all actives have a fitted effect of over 60% in size
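Complex of BAZ2B and biotin-H3K14Ac (50 nM apiece) forms over 30 min at RT, then faces library compounds up to 110 uM for another 30 min; AlphaScreen beads added, 20 min dark incubation, luminescence read.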
* marks the source's active call; other numbers are inactive results; i = inactive; ? = inconclusive; nt = not tested or not shown; [ ] = dose if it differs, or a comment. Unless noted, calls come from the whole dose curve; as a rule, active = well fitted curve in the direction sought with a large enough effect; inconclusive = small, poorly fitted or top-dose-only effect, or another doubt; inactive = no such curve, though single readings can be large; an effect the other way counts as inactive or inconclusive.

SMILES	G9a inh	HP1b chromo inh	Tb PGK inh	PI4K2A block	JMJD2A Tudor inh	GLS inh	Pin1 inh	ERG-DNA inh	BAZ2B block
Cc1ccc(NC(=O)CCCNC(=O)c2ccc(Cl)cc2)c(Br)c1	-24.6%[2.33 µM]	42.9%[activator]	6.7%	5.1	8.0%	5.1%	-0.5%	-6.6%	-3.0%
COC(=O)c1scc(-c2ccc(C)cc2)c1S(=O)(=O)Nc1cccc(Cl)c1C	10.5%[59 µM]	16.1%	1.8%	-0.2	-16.7%	22.7%	9.9%	1.5%	-6.0%
O=C1c2ccc3c4c(ccc(c24)C(=O)N1c1ccc2ccccc2c1)CC3	-0.7%	33.9%[activator]	-5.5%	-8.1	-35.9%[57.1 µM]	0.9%	3.4%	-2.5%	-14.8%
CC(=O)C(C)n1c(CN(C)Cc2ccccc2)nc2c1c(=O)n(C)c(=O)n2C (stereo not drawn)	-4.8%	9.2%	-4.2%	1.5	-4.8%	-0.6%	4.8%	2.4%	-2.4%
CCOc1ccc2nc(NC(=O)CSc3ccc(Cl)cc3)sc2c1	-26.3%	29.2%	-2.8%	-4.1	-16.0%[57.1 µM]	-6.4%	4.3%	0.2%	1.3%
Cc1ccc(SCC(=O)O/N=C(\N)c2cccc([N+](=O)[O-])c2)cc1	11.9%	3.2%	-5.2%	1.9	-32.6%	5.0%	-10.4%	-12.6%	-30.2%
Nc1ccc(Cc2nc3c(ccc4ccccc43)[nH]2)cc1	6.8%[0.0925 µM]	-6.0%	i	0.5	-28.8%	31.8%[activator]	1.8%	nt	-5.0%
Cc1cccc(C(=O)NC(=S)Nc2ccc(S(=O)(=O)N3CCCCC3)cc2)c1	-6.6%[12.7 µM]	38.0%	-2.0%	2.1	-2.1%[11.4 µM]	10.0%	1.6%	-7.1%	-25.1%
CCN(CC(=O)Nc1ccccc1C(F)(F)F)C(=O)CCc1nc2ccccc2c(=O)[nH]1	nt	21.8%	5.5%	3.3	-6.8%	3.3%	-1.8%	-2.0%	1.7%
O=C(CCc1ccccc1)n1nc(-c2ccccc2)nc1NCc1ccco1	-3.2%[59 µM]	45.6%[activator]	0.8%	6.7	-2.2%	4.0%	1.3%	5.4%	6.9%
O=C(CCn1c(=S)[nH]c2cc3c(cc2c1=O)OCO3)NCc1ccccc1Cl	76.4%[activator]	55.3%[activator]	i	-0.5	-4.1%	-5.2%	-8.7%	-28.9%	-10.6%
NC(=O)c1ccccc1NC(=O)c1ccoc1	nt	33.7%	i	46.4	-14.5%	-0.5%	-1.1%	-1.8%	-18.4%
CCCn1nc(C(=O)NCC(C)(C)N2CCOCC2)c2ccccc2c1=O	21.0%[0.501 µM]	11.9%	i	-5.1	-11.3%	5.7%	1.8%	-1.0%	-30.1%
COc1ccc(S(=O)(=O)Nc2nnc(C(C)(C)C)s2)cc1	1.78µM*	-23.9%	-5.4%	-3.7	-22.4%	-13.1%	-9.7%	-23.9%	nt
CCn1cc(CNC(=O)C2C3CCC(C3)C2C(=O)O)cn1 (stereo not drawn)	-12.1%[0.0925 µM]	31.1%	-9.9%	-1.1	-8.0%	9.7%	-3.9%	-10.7%	18.0%
CCOCCCn1c(NN)nc2ccccc2c1=O	-33.6%	7.7%	-6.3%	0.1	-26.5%	22.2%	7.9%	-8.6%	0.5%
CNC(=S)Nc1cc(C(F)(F)F)ccc1Cl	-10.4%[59 µM]	36.8%	3.2%	-2.0	0.7%	8.6%	0.2%	nt	2.7%
Cc1c(C(=O)NCc2cccc(Cl)c2)sc2ncnc(N(C)C3CCCCC3)c12	2.9%[59 µM]	34.6%	0.0%	-3.0	-13.3%	-7.1%	43.1%[activator]	4.2%	0.4%
O=C(Nc1cc(C(F)(F)F)ccc1N1CCOCC1)C1Cc2ccccc2CN1C(=O)c1ccco1 (stereo not drawn)	?	15.5%	10.8%	-1.9	-8.7%	-1.8%	-2.4%	-5.5%	-10.5%
CCCc1ccc2oc(C(=O)N3CCNC(=O)C3CC(=O)OC)c(C)c2c1 (stereo not drawn)	22.7%	1.7%	2.6%	3.6	-20.6%	4.2%	-3.7%	16.8%	-15.4%
OCc1ccc(-c2ccccc2)c(-c2ccccc2)c1	nt	-6.5%	-4.7%	7.1	-12.2%	-3.2%	-7.2%	-5.9%	nt
CCOC(=O)C(=O)Nc1c(C(=O)Nc2cccc(F)c2)oc2ccccc12	40.6%[activator][59 µM]	70.1%[activator]	-7.8%	-7.7	-1.7%	3.0%	-0.9%	2.2%	28.7%
Cc1ccc2nc(Cl)c3cc(C(=O)N(CCN(C)C)Cc4ccco4)sc3c2c1	50.1µM*	?	-5.6%	-3.2	44.7µM*	1.7%	8.2%	-3.2%	nt
CCCC[n+]1ccn(-c2nc3ccccc3nc2[N-]S(=O)(=O)c2ccccc2)c1	6.7%	32.0%	nt	-2.6	-4.9%	-19.2%	2.1%	nt	-0.6%
CC(=O)Cc1c(C(=O)O)c(C)nn1-c1ccccc1	nt	12.5%	-11.5%	0.4	-12.7%	11.0%	-1.3%	6.8%	-11.8%

The list goes on (2 carried over from the part before).
SMILES	G9a inh	HP1b chromo inh	Tb PGK inh	PI4K2A block	JMJD2A Tudor inh	GLS inh	Pin1 inh	ERG-DNA inh	BAZ2B block
CCCC[n+]1ccn(-c2nc3ccccc3nc2[N-]S(=O)(=O)c2ccccc2)c1	6.7%	32.0%	nt	-2.6	-4.9%	-19.2%	2.1%	nt	-0.6%
CC(=O)Cc1c(C(=O)O)c(C)nn1-c1ccccc1	nt	12.5%	-11.5%	0.4	-12.7%	11.0%	-1.3%	6.8%	-11.8%
CCOC(=O)c1ccc(NC(=O)c2csc3c2CCCC3)cc1	0.8%[59 µM]	25.9%	-11.5%	0.1	14.2%	-3.7%	7.5%	-0.4%	0.7%
COc1cccc(Cn2cccc(NC(=O)Nc3ccccc3C)c2=O)c1	9.6%	-1.0%	-7.2%	-9.4	-27.5%	0.5%	8.3%	-8.3%	-16.9%
COc1ccc(CC(=O)Nc2ccc(-c3nnc(-c4ccc(C)cc4)o3)cc2)cc1	9.1%[59 µM]	42.2%[activator]	i	3.1	-24.3%	6.3%	2.6%	-1.0%	-7.8%
COc1ccc(C(C(=O)NCc2ccc(F)cc2)N(Cc2cccnc2)C(=O)c2snc(C(N)=O)c2N)cc1 (stereo not drawn)	5.8%	18.9%	2.2%	0.8	-14.1%	-8.1%	-7.7%	-1.1%	-33.5%
CCc1nn(C(C)C(=O)N2CCN(c3ccc(OC)cc3)CC2)c(=O)c2cc3occc3n12 (stereo not drawn)	?	35.1%[activator]	6.8%	1.5	7.4%	?	-0.6%	2.0%	-28.3%
Cc1cccc(C(=O)Nc2ccc(C(=O)/C=C/c3cccs3)cc2)c1	-40.5%[0.0925 µM]	-0.3%	-5.3%	1.4	?	-3.0%	19.3%	-1.0%	-3.3%
Cc1ccc2[nH]c(=O)c3cc(C(=O)NC4CCC(C)CC4)sc3c2c1 (stereo not drawn)	10.7%[59 µM]	54.0%[activator]	3.2%	-2.6	5.5%	4.3%	-1.1%	-3.5%	0.5%
Cc1ccc(OC(=O)C2CSC3(C)CCC(=O)N23)c(Br)c1 (stereo not drawn)	-0.1%[0.501 µM]	-13.5%	7.6%	1.5	-11.7%	2.5%	0.6%	5.2%	30.3%[activator]
CN1N=C(C(C)(C)C)CSC1=Nc1ccc(F)cc1	49.9%[activator]	89.5%[activator]	1.8%	-2.6	30.6%[activator]	-6.5%	-2.6%	2.1%	39.3%[activator]
NNc1nnc2c3cc(F)ccc3n(Cc3ccccc3)c2n1	nt	27.7%	i	-2.4	-16.2%	-11.4%	-3.4%	8.5%	?
CN1CCN(CCCNC(=O)c2cnn(-c3ccccc3)c2C2CCN(C(=O)OC(C)(C)C)CC2)CC1	-34.3%[59 µM]	18.8%	9.4%	-1.7	-10.0%	-1.6%	-10.0%	3.1%	0.1%[57.1 µM]
COc1ccc(CNC(=O)C2CCCN(C(=O)Nc3ccccc3OC)C2)cc1 (stereo not drawn)	?	21.6%	-8.1%	0.1	0.7%	9.4%	-0.6%	-6.9%	-2.5%
COc1ccc(NC(=O)c2ccc(NC(=O)N3CCSc4ncccc43)cc2)cc1	?	74.9%[activator]	-4.3%	-2.0	-2.2%	16.5%	2.1%	-3.6%	14.5%
CC(=O)c1ccc(OCC(O)CN2C(C)CCCC2C)cc1 (stereo not drawn)	6.4%	26.1%	i	-2.3	-9.7%	-1.0%	2.9%	1.9%	9.5%
Cc1cc(C(=O)CSc2nc(N)cc(=O)[nH]2)c(C)n1-c1ccc(OC(F)F)cc1	-4.6%	1.9%	-3.6%	2.8	-21.9%	1.9%	15.4%	-1.2%	-16.1%
Cc1csc(NC(=O)c2ccccc2[N+](=O)[O-])n1	-0.3%	24.0%	-1.1%	6.6	-0.8%	1.6%	-0.4%	7.8%	3.2%
CSc1ccc(C(=O)C2CCCN(Cc3cccc4nccnc34)C2)cc1 (stereo not drawn)	?	-8.6%	-7.4%	4.7	?	-8.0%	0.5%	10.6%	?
Cc1ccc(S(=O)(=O)c2nc(S(C)(=O)=O)sc2N2CCC3(CC2)OCCO3)cc1	36.4%	34.6%	-9.9%	-1.9	-8.3%	1.1%	1.1%	7.4%	-17.4%

From PubChem
